High-throughput results: PubChem BioAssay, National Center for Advancing Translational Sciences (NCATS)
FBPA coupling cs = coupling enzyme interference in Giardia aldolase counter-screen. coupling enzyme system counterscreen, AmpLite Red fluorescence. activity change, negative = inhibition, % at 58.2 µM, hits read low. actives 0.67% (n = 290,000). AID 2472; in the data active = activity change below about -30%
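Compounds tested against the coupling enzymes alone at 57.5 uM final; readout was AmpLite Red fluorescence (525/598 nm) after 20 min at RT.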
B2AR arrestin = beta2AR (human) beta-arrestin recruitment activity. P07550. beta-arrestin recruitment to beta2AR, cell-based reporter. Potency, µM (titrated, usually from 46.1 µM), for the others: top-dose activation, hits mostly activators. actives 0.02% (n = 330,000);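 also: potency is read from the fitted curve at half-maximal effect; 0% = DMSO controls and full agonism = EC100 isoproterenol or metaproterenol; nearly all actives have a fitted effect of over 65% in size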
Target sequence (P07550 whole entry, looked up): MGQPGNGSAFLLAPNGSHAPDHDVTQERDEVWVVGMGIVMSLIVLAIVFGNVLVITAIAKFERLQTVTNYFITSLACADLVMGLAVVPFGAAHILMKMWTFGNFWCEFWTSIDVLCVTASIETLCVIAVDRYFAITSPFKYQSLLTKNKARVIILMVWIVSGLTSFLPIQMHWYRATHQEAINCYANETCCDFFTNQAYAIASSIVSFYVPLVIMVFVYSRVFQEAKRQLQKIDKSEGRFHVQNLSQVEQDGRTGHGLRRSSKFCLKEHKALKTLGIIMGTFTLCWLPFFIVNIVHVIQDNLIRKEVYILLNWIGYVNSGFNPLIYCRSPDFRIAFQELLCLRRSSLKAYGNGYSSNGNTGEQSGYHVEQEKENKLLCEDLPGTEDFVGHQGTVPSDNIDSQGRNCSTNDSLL
Eya2 phos inh = Eya2 (human) phosphatase inhibition; recombinant Eya2, OMFP fluorescence dephosphorylation (OMFP is methylfluorescein phosphate); Potency, µM (titrated, usually from 76.9 µM), inactives show at the highest dose activity, negative = inhibition, actives largely listed as inhibitors; actives 0.006% (n = 330,000); AID 488837; also: potency is read from the fitted curve at half-maximal effect
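Eya2 (0.2 uM) preincubated 10 min at ambient with compound, then OMFP substrate added at 50 uM; 10 min reaction in 50 mM HEPES pH 7.5, 50 mM NaCl, 5 uM MgCl2, 0.05% BSA, 1 mM DTT. Fluorescence read at Ex 485/Em 525 nm.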
BCR signal inh = blocks chronic active B-cell receptor signaling | ABC-DLBCL IkBa-CBG/CBR reporter, luminescence ratio, 4 h | Potency, µM (series often up to 46.1 µM), for the others: top-dose ratio change, negative = lower green/red ratio, actives largely listed as inhibitors | actives 0.05% (n = 340,000) | AID 493014; active = well fitted inhibition curve with a large enough effect in the signal ratio, with a control signal flat, not every such curve was filed as active; inconclusive = small, poorly fitted or top-dose-only effect, or effect the other way, or a change in a side signal; the % refers to the signal ratio;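 also: potency is read from the fitted curve at half-maximal effect; plate controls were basal doxycycline-induced cells for no effect and cells given 10 µM MG132 for full effect; MG132 reads +100%, hits lower the ratio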
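Doxycycline induced both beetle luciferases in TMD8 lymphoma cells; IKK-driven degradation limits the IkappaBalpha-fused green signal, while red luminescence normalises for cell number and nonspecific effects. Compounds tested up to 46 uM, 4 hrs.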
USP2a block = blocks human ubiquitin-specific protease USP2a | actives 0.01% (n = 330,000) | O75604 | USP2 core, Ub-CHOP2 coupled fluorogenic reporter, 485/531 | Potency, µM (titrated, usually from 38.3 µM), without a hit: at the top dose activity change, negative = inhibition, hits mostly inhibitors | AID 463254;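 also: potency is read from the fitted curve at half-maximal effect; plate controls were DMSO wells for no effect and full inhibition by NEM control for full effect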
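Cell-free coupled assay: 10nM USP2 core preincubated 30min RT with compound in Tris-HCl pH 8.0/CaCl2/CHAPS buffer, then 25nM Ub-CHOP2 and 25nM reporter substrate; fluorescence (Ex 485/Em 531) read after 60min RT, normalized to NEM inhibition, concentration-response curves fitted.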
PKM2 act = increases activity of human pyruvate kinase M2 | Potency, µM (series often up to 57.5 µM), inactives show top-dose activation, actives largely listed as activators | AID 1631 | purified PKM2, Kinase-Glo ATP luminescence, activation; response scale: 0% is enzyme alone, no compound | P14618 | actives 0.34% (n = 260,000); also: potency is read from the fitted curve at half-maximal effect; nearly all actives have a fitted effect of over 55% in size
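hPK-M2, >95% pure; 0.1 mM ADP / 0.5 mM PEP final; imidazole pH7.2 buffer w/ 7 mM MgCl2, 50 mM KCl; 1 h RT; Kinase-Glo lum. Intermediate enzyme activity for dual inhibitor/activator qHTS.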
GALK inhibitor = blocks human galactokinase activity; Purified GALK, Kinase-Glo residual ATP luminescence; Potency, µM (top dose mostly 57.5 µM), for inactives: at the top dose activity change, negative = inhibition, hits mostly inhibitors; actives 0.007% (n = 270,000); also: potency is read from the fitted curve at half-maximal effect
Target sequence (P51570 whole entry, looked up): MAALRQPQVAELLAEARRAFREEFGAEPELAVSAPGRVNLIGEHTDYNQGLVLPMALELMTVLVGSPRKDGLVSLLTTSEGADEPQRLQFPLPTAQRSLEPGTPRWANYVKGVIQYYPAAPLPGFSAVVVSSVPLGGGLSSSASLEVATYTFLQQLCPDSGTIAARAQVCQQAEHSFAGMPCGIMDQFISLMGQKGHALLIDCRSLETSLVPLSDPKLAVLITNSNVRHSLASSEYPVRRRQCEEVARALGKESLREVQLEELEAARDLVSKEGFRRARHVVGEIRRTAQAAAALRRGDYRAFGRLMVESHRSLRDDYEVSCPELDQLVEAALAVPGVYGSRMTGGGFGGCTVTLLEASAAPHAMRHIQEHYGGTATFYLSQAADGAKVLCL
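GALK at 5 nM final was combined with compound, 35 uM ATP and 100 uM galactose in HEPES pH8.0 with MgCl2 and DTT. The reaction ran one hour at room temperature before luminescent ATP detection.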
hERG WT inh = KCNH2 (human, wildtype) channel inhibition. Q12809. U2OS, BacMam KCNH2, thallium flux FluxOr; hits give low values. activity change, % at 1.84 µM. actives 0.37% (n = 340,000). AID 720551;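 active = maximum activity change below -70%; inconclusive = maximum activity change between -70% and -50%; inactive = maximum activity change above -50%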
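U2OS cells were transduced with wild-type KCNH2 virus (2.03 x 10^8 / mL) for 4 h at room temperature, then cultured overnight at 37 C. Thallium flux was read with FluxOr dye. Rate constants were normalized to DMSO controls.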
KCNH2 3.1 block = blocks the human KCNH2 3.1 channel isoform; U2OS KCNH2 3.1, thallium flux FluxOr; hits give low values; activity change, % (tested at about 1.8 µM); actives 0.95% (n = 340,000);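 active = maximum activity change below -70%; inconclusive = maximum activity change from -70% to -50%; inactive = maximum activity change above -50%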;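 also: thallium influx rate constant from kinetic fluorescence after stimulation buffer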
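U2OS cells transduced with KCNH2 3.1 mutant virus (1.77 x 10^8 /mL, 4 h), plated overnight at 37 C, loaded 45 min with FluxOr dye plus Red40 quencher. Thallium flux rate constant from kinetic reads after stimulation buffer, normalised to controls.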
uPA generation = inhibitors of cell surface uPA generation; cell surface uPA generation assay, qHTS; Potency, µM (series often up to 38.3 µM), inactives show at the highest dose activity change, negative = inhibition, actives largely listed as inhibitors; actives 0.31% (n = 330,000); active = well fitted inhibition curve with a large enough effect; inconclusive = small, poorly fitted or top-dose-only effect; inactive = no such curve, though single readings can be large or run the other way; tested in mouse RAW 264.7 cells; also: potency is read from the fitted curve at half-maximal effect; nearly all actives have a fitted effect of over 55% in size
Giardia kill = Giardia lamblia killing. actives 0.15% (n = 340,000). Giardia lamblia trophozoite viability. AID 540267. activity change, % at 7.66 µM, hits read low; in the data active = activity change below about -80%; inconclusive = between about -30% and that limit;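 also: parasites exposed to compound for two days anaerobically before the ATP read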
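Viability, read as ATP luminescence: trophozoites at 100 cells/well, compound added, 48 hrs anaerobic at 37 deg C, then 15-30 min room-temperature development before reading.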
An asterisk follows results filed as active; ? = inconclusive; . = not tested or not shown; [ ] = remark or other dose. Unless noted, calls follow the shape of the dose curve; as a rule, active = well fitted curve in the direction sought with a large enough effect; inconclusive = small, poorly fitted or top-dose-only effect, or another doubt; inactive = no such curve, though single readings can be large; an effect the other way counts as inactive or inconclusive. Unless noted, % is scaled to controls: 0 for no effect and ±100 for the full control effect.

Order of values – FBPA coupling cs	B2AR arrestin	Eya2 phos inh	BCR signal inh	USP2a block	PKM2 act	GALK inhibitor	hERG WT inh	KCNH2 3.1 block	uPA generation	Giardia kill
COc1cc(SC)ccc1C(=O)Nc1nc(C)cs1
  -9	-0.4%	-3%	?	1%	-22%	-1%	7	4	0.89µM*	-95*
Cn1nc(C(=O)NCc2cccc(Cl)c2)c2c1-c1ccccc1S(=O)(=O)C2
  2	-0.4%	2%	6%	0%	-1%[0.46 µM]	8%	0	10	4%	-21
Cc1cccc(NC(=O)C2CC(=O)N(c3ccccc3)C2)c1C (stereo not given)
  9	0.3%	2%	-2%	-1%	-15%	0%	8	4	1%	2
O=C(CCN1C(=O)c2ccc(Br)cc2C1=O)NC1CCCCC1
  .	-0.4%	-7%	-2%	1%	-1%	4%	11	-4	4%	8
Cc1cc(C)c2c(CN3CCN(Cc4ccc5c(c4)OCO5)CC3)cc(=O)oc2c1C
  -2	0.4%	0%	-1%	6%	1%	-3%	24	-92*	4%	5
CSc1nc(C)cc(OCNC(=O)c2cccs2)n1
  1	-0.7%	0%	3%	1%	-4%	1%	0	-8	1%	1
C=CCN(c1ccc(C(=O)NC(C)C)cc1)S(C)(=O)=O
  0	-0.1%	-3%	1%	2%	-17%	0%	2	10	.	8
O=C(NC(=S)N1CCCCC1CO)c1cc(Br)ccc1Cl (stereo not given)
  .	-0.2%	27%	-11%	2%	.	.	-2	8	-2%	-4
CCc1[nH]c(=S)c(C#N)c(-c2ccccc2)c1C(=O)OC
  12	-0.9%	12%	4%	2%	12%	2%	8	5	6%	-5
COc1ccc(Cn2ccnc2SCC(=O)Nc2ccccc2)cc1
  .	-0.6%	9%	-1%	3%	-1%	-7%	-3	-12	0%	2
CSc1nc(-c2ccc(Cl)cc2)c(C#N)c(=O)[nH]1
  8	-0.6%	11%	?	0%	-7%	9%	6	21	6%	4
CCOC(=O)c1cc2c(=O)n3cccc(C)c3nc2n(Cc2ccco2)c1=NC(=O)c1cccnc1
  -4	-0.2%	-4%	?	2%	1%	0%	1	0	-4%	6
N#CC1=C(N)OC2=C(CC/C2=C\c2ccc(F)cc2)C1c1ccc(F)cc1 (stereo not given)
  -6	3.6%	-9%	11%	12%	8%	-2%	.	.	.	.
COC(=O)c1ccc(CSc2nnc(Nc3cccc(OC)c3)s2)o1
  1	0.4%	12%	?	0%	6%	-3%	2	4	-3%	-19
COc1cc(NC(=O)C2CCCO2)c(OC)cc1NC(=O)c1ccccc1 (stereo not given)
  0	0.0%	-10%	12%	-1%	-14%	0%	-6	0	-3%	-4
COc1ccc(C(=O)OCc2cc(=O)n3ccsc3n2)cc1F
  .	0.0%	1%	?	1%	.	.	-9	-3	-2%	-2
Cc1ccc(NS(=O)(=O)c2cccc(C(=O)N3CCCCC3)c2)cc1
  .	0.0%	-24%	4%	1%	.	.	14	.	4%	-2
COc1ccnc(Oc2ccc(F)cc2)c1C#N
  4	-0.6%	17%	-1%	1%	-13%	2%	-21	8	1%	-28
CCCCn1c(SCC(=O)c2c(N)n(C3CC3)c(=O)[nH]c2=O)nc2cc(S(N)(=O)=O)ccc21
  .	0.3%	24%	1%	3%	.	.	-2	-3	-1%	-17
O=C(c1cccc(F)c1)N1CCC(O)(c2cccnc2)CC1
  .	-0.1%	13%	-4%	0%	-1%	-4%	2	-7	1%	9
CCn1c(SCc2ccc(F)cc2)nc2ccccc2c1=O
  2	0.0%	2%	1%	2%	.	-1%	-8	-20	-2%	15
Cc1cc(C)c2c(N)c(C(=O)c3ccc(Cl)cc3)sc2n1
  2	0.8%	10%	?	0%	-2%	.	-1	-4	-10%	-17
CCc1nc2ccccc2c(C(=O)OCc2nc3ccccc3c(=O)[nH]2)c1C
  .	0.4%	-2%	?	-1%	.	.	-5	-17	-9%	-1
O=S(=O)(NCC1CCCO1)c1ccc(Br)s1 (stereo not given)
  -1	-1.9%	-26%	0%	-2%	-4%	-4%	15	1	-2%	-11
Cc1cc(=O)oc2cc(NC(=O)c3ccnn3C)ccc12
  .	-0.3%	2%	5%	2%	2%	-2%	-3	-3	-7%	-12
CCOc1ccc(C(=O)CN2CCN(S(=O)(=O)c3ccc(OC)cc3)CC2)cc1
  2	-0.2%	-22%	-8%	-1%	?	-8%	8	-18	-10%	12
NC(=O)NCc1cccs1
  -2	-0.3%	-2%	0%	1%	-5%	1%	-10	0	-2%	1
Cc1ccc(-n2cc[nH]c2=S)c(C)c1
  1	0.0%	19%	1%	0%	-6%	0%	-1	-7	-3%	0
COc1ccccc1NC(=O)CN(Cc1ccco1)C(=O)c1ccc(=O)[nH]c1
  1	0.1%	4%	-1%	-1%	-2%	4%	4	-1	2%	6
CCOCCc1nnc(NC(=O)CN2C(=O)c3ccccc3C2=O)s1
  -1	-0.1%	-41%	10%	0%	-14%	-1%	5	15	-3%	-1
CCN(C[C@H]1N[C@@](Cc2ccccc2)(C(=O)OC)[C@H]2C(=O)N(Cc3ccccc3)C(=O)[C@@H]12)C(=O)NC(C)C
  .	0.1%	-17%	-1%	8%	.	.	3	-4	-5%	1
CCc1cccc(NS(=O)(=O)c2ccc3c(c2)oc(=O)n3C)c1
  0	-0.1%	7%	0%	2%	3.2µM*	-3%	1	-10	-1%	6
O=C(O)COc1ccccc1/C=C1\SC(=S)N(NC(=O)c2ccccc2O)C1=O
  .	0.2%	34%	-6%	0%	.	.	-6	7	-2%	8
O=C(CSc1nnc(-c2ccccc2)c2ccccc12)NCC1CCCO1 (stereo not given)
  0	0.4%	16%	?	1%	-12%	8%	.	.	.	.
CCC(=O)c1ccc(OCC(=O)O)cc1
  -3	0.1%	-4%	-1%	3%	-1%	6%	2	2	-1%	1
CNc1nc(NCc2ccccc2)nc(N)c1[N+](=O)[O-]
  1	-0.3%	-5%	-2%	1%	2%[0.46 µM]	6%	-9	11	9%	1
CC1CCN(C(=O)c2[nH]cnc2C(=O)NCC(=O)OCc2ccccc2)CC1
  0	0.3%	1%	0%	-1%	2%	.	-6	-35	-2%	7
O=C(NCc1ccc(F)cc1)C1CCN(S(=O)(=O)c2cccc3nonc23)CC1
  1	-0.6%	-2%	0%	2%	-7%	-2%	1	-3	2%	13
CC(C)(C)OC(=O)C[C@@H]1C/C=C\C[C@H](CC(=O)N(CCO)Cc2ccccc2)C(=O)N2CCC[C@H]2COC1=O
  .	-1.5%	-9%	-1%	-7%	.	.	.	.	5%	4
O=C1CC(N2CCC(Cc3ccccc3)CC2)C(=O)N1CCc1ccccc1 (stereo not given)
  0	0.2%	-7%	3%	-1%	0%	3%	-20	-42	-1%	-16
CCC(=O)c1ccc(OCC(O)CNCCc2ccc(Cl)cc2)cc1 (stereo not given)
  3	0.1%	3%	1%	5%	.	2%	19	-31	0%	-15
COc1ccc(N2CCCn3c2nc2c3c(=O)n(CCN3CCOCC3)c(=O)n2C)cc1
  0	-0.5%	5%	4%	-1%	-3%	3%	-1	-1	3%	-1
CSc1nc2ccccc2cc1/C=C(\C#N)c1ccccc1
  -5	0.3%	3%	?	1%	0%	3%	1	-18	-16%	-7
Cn1c(=O)c(C(=O)N2CCc3ccccc32)cc2cccnc21
  .	3.7%	-1%	-1%	-1%	.	.	24	6	3%	12
C=CCOc1c(CNc2cccc(C(=O)O)c2)cccc1OCC
  15	-0.1%	10%	?	-2%	-11%	6%	-2	8	.	-16
O=S(=O)(NCCC1=CCCCC1)c1ccc(OC(F)(F)F)cc1
  .	0.2%	-11%	13%	2%	.	.	-4	3	2%	9
CCOc1ccc(NC(=O)/C=C/c2ccc(OC)cc2)c([N+](=O)[O-])c1
  0	7.7%	3%	0%	3%	0%	4%	-25	-16	8%	7
